Cav3 T inh = human Cav3.2 channel inhibition, primary screen; B-score at 10 µM; Cav3.2-expressing cells, Fluo-4 calcium fluorescence FDSS; hits give low values; actives 4% (n = 100,000); O95180; AID 449739;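 active = single-dose well whose peak fluorescence ratio is a statistical outlier from its plate by either plate-standardised score or position-corrected B-score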
Target sequence (O95180 whole entry, looked up): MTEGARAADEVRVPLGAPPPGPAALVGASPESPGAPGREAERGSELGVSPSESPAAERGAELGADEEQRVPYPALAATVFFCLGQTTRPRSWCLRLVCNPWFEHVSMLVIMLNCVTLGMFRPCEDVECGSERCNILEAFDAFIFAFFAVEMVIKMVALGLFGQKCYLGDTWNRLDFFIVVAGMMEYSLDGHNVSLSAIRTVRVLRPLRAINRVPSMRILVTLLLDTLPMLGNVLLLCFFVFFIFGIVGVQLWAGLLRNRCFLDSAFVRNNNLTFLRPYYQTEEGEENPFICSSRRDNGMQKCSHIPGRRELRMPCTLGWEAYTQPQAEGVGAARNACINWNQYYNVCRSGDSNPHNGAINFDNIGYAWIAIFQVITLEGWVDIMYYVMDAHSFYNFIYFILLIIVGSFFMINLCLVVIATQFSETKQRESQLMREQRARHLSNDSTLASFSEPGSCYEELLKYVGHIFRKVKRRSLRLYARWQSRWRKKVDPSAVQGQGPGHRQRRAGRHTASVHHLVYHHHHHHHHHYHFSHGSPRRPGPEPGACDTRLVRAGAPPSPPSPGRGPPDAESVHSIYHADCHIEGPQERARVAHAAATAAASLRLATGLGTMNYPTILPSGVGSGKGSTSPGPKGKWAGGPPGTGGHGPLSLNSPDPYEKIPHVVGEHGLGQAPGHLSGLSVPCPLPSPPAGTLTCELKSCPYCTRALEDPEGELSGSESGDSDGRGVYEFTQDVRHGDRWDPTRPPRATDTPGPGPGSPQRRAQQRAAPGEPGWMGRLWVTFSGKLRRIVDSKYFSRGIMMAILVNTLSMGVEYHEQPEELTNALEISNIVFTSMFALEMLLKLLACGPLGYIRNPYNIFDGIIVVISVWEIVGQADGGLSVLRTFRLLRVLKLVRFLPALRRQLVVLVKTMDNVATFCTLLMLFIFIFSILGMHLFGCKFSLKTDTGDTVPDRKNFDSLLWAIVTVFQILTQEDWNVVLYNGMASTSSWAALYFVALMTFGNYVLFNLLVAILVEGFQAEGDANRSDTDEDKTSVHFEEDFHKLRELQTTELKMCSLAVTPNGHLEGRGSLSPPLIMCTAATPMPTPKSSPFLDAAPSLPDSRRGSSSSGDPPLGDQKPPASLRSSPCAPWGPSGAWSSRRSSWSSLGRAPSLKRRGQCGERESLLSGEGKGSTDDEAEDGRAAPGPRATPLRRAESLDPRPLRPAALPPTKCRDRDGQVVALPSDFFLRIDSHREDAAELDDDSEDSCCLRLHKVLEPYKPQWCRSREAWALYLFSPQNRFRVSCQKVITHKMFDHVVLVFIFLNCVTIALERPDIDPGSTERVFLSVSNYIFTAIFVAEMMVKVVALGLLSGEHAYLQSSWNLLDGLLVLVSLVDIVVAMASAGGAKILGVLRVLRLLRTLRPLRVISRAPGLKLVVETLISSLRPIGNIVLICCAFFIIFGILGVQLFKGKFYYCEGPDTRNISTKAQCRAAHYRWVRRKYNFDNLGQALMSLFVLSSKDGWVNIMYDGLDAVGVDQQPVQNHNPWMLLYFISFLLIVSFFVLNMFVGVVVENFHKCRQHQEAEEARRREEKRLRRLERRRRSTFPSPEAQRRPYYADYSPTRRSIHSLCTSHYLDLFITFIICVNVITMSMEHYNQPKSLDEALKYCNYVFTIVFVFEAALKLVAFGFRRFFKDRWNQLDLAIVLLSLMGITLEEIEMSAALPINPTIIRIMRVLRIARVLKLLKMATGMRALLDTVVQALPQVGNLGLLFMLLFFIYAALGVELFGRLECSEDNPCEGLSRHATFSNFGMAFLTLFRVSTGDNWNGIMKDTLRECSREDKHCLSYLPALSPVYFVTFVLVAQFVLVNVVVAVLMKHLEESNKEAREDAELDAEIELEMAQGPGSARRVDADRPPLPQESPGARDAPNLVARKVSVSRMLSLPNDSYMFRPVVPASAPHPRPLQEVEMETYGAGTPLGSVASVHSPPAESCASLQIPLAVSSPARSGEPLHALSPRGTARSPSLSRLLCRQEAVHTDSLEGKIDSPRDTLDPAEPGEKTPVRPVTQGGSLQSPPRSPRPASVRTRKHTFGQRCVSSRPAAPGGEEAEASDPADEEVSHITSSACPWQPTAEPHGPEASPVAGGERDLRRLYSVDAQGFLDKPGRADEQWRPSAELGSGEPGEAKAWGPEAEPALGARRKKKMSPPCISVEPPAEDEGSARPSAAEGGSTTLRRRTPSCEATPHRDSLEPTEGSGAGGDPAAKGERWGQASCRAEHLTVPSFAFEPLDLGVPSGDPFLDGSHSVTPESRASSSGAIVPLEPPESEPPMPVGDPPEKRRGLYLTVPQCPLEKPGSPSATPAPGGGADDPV
* marks the source's active call; other numbers are inactive results.

SMILES	Cav3 T inh
Cc1ccc(NC(=S)NNC(=O)CCn2cc(C)cn2)cc1	-0.435
OC(CNCC1CCCO1)COc1ccc(OCC(O)CNCC2CCCO2)cc1 (stereo not given)	0.664
Cc1ccc(C(=O)Nc2ccc3nccnc3c2)cc1	0.017
O=C(NCc1cccnc1)C1CCN(S(=O)(=O)c2cccnc2)CC1	0.0218
NC(=O)c1sc2nc3c(c(-c4cccs4)c2c1N)CCCCC3	0.14
Cc1ccc(C2c3c(oc4cc(C)c(C)cc4c3=O)C(=O)N2CCCN2CCOCC2)cc1 (stereo not given)	2.81
O=C(CSc1nnc(Cc2ccccc2)o1)N1CCCc2ccccc21	-3.88*
CCOc1ccc(OCC)c(NC(=O)CN2CCC(NC(=O)c3cccc(F)c3)CC2)c1	-0.396
CCOC(=O)c1sc(NS(=O)(=O)c2ccc(C)cc2)nc1C	-1.93
CCOC(=O)c1[nH]c2ccc(Br)cc2c1NC(=O)CCN1CCCCC1	-1.76
CCOc1cccc(N(C(=O)Cc2cccs2)C(C(=O)NC2CCCCC2)c2cccn2C)c1 (stereo not given)	-4.1*
COc1ccc(C(CC(=O)c2ccccc2)S(=O)(=O)c2ccc(C)cc2)cc1 (stereo not given)	0.0359
Cc1cc(C)c(NC(=O)C2CCCN2CCC(C)C)c(C)c1 (stereo not given)	0.618
Cc1cn(COC/C=C/c2ccccc2)c(=O)[nH]c1=O	-0.26
COC(=O)[C@H](CCSC)NC(=O)NCc1ccccc1F	0.844
O=C(Nc1nc2ccccc2[nH]1)C1CCN(S(=O)(=O)c2cccs2)CC1	-2.2
CCCCCCCCCCCCN1[C@@H](CC(C)=O)c2cc(F)cc(F)c2S1(=O)=O	-0.475
COCCc1nnc(NC(=O)Cc2ccccc2)s1	-0.592
CCSc1nnc(Cn2c(=O)sc3ccccc32)n1-c1ccc(OC)cc1	-0.0851
CCC(C)NC(=O)CC(NS(=O)(=O)c1ccc(Cl)cc1)c1ccco1 (stereo not given)	-0.0146
COc1cc2c(cc1NC(=O)CCCN1C(=O)CCC1=O)oc1ccccc12	0.253
CCCC1(C(=O)O)NC(c2ccccc2O)C2C(=O)N(Cc3ccccc3)C(=O)C21 (stereo not given)	0.4
Cc1cc(C)nc(/N=C2\NC(=O)CC(C(=O)O)N2CCc2c[nH]c3ccccc23)n1 (stereo not given)	0.904
CCOC(=O)c1ccc(N2C(=O)C(O)=C(C(C)=O)C2c2ccc(O)c(OC)c2)cc1 (stereo not given)	0.348
O=C(CCCn1c(=O)oc2ccccc21)N1CCc2ccccc2C1	0.233
CC1(C)CC(CC(=O)Nc2ccc([N+](=O)[O-])cc2)C(=O)O1 (stereo not given)	-0.416
Cc1ccc(S(=O)(=O)C2(C(=O)N3CCCC(C)C3)CC2)cc1 (stereo not given)	0.171
COC(=O)c1ccc(NC(=O)CCn2cccc2)cc1	-1.34
O=C(NCC(c1cccs1)N1CCOCC1)c1ccc(Cl)s1 (stereo not given)	1.64
CCN(CC)CCOC(=O)CCc1cccc2ccccc12	0.46
Cc1noc(COc2ccccc2OCc2onc(C)c2Cl)c1Cl	-3.88
CCOC(=O)C[C@H]1c2cc(F)ccc2S(=O)(=O)N1C1CCCC1	-1.09
CCOC(=O)c1sc(NC(=O)c2cccs2)cc1C	-0.0593
O=C(c1ccc2c(c1)N(Cc1ccccc1)CCS2)N1CCCCC1	-8.31*
Cc1ccccc1C(=O)c1cccn1CC(=O)NCc1ccc2c(c1)OCO2	-2.14
O=C(COc1ccccc1)NCc1cccs1	0.493
CCOC(=O)C1(CCSC)NC(c2ccco2)C2C(=O)N(C)C(=O)C21 (stereo not given)	2.37
C=CCn1c(SCC(=O)NCc2ccc3c(c2)OCO3)nc2scc(-c3ccc(F)cc3)c2c1=O	-1.13
CCCCOC(=O)n1ccc(C(=O)Nc2ccccc2OC)n1	-0.504
CCCCNC(=S)NCc1ccc2c(c1)cc(C)n2C	-2.9
CC1(C)C(c2ccccc2)=[N+]([O-])C2(CCCCC2=O)N1O (stereo not given)	-0.0837
Cc1cccc(-n2c(O)c(C=Nc3c(C)n(C)n(-c4ccccc4)c3=O)c3ccccc3c2=O)n1	-1.56
CC(C)OC(=O)c1nn2c(C(F)(F)F)cc(-c3ccco3)nc2c1Cl	-3.38
Cc1cc(NC(=O)CSc2nc(C3CCCCC3)nc3ccccc23)no1	-3.36
Cc1ccc(NC(=O)COC(=O)Cn2c(C)csc2=O)cc1	0.355
Cc1cc(C)cc(OCC(=O)NCCN2CCOCC2)c1	0.564
CCCc1cc(=O)[nH]c(SCC)n1	0.117
CCOC(=O)CNc1nc(OCC#N)nc(N2CCOCC2)n1	-0.17
O=C(CCn1c(=O)oc2ccccc21)Nc1cccc(Cl)c1	-0.387
CN1CCN(CCCNC(=O)c2ccc(CS(=O)(=O)c3ccc(Br)cc3)o2)CC1	-1.07
CC(C)(C)OC(=O)N[C@@H](CCCCNC(=O)OCc1ccccc1)c1nnc([C@H](CCCCNC(=O)OCc2ccccc2)NC(=O)OC(C)(C)C)o1	-2.82*
COc1ccc(-c2n[nH]c(C(F)(F)F)c2-c2cc3ccccc3o2)c(O)c1	-0.907
COCCN(CCOC)C(=O)c1sc2nc(-c3ccccc3)cn2c1C	0.104
C=CCn1c(-c2cccc(Cl)c2)n[nH]c1=S	-0.451
COC(=O)CCCC1=CC2=C(c3ccccc3)C(=O)C(C)(OC(=O)C3CCCC3)C(=O)C2=CN1Cc1ccco1 (stereo not given)	-1.11
COc1ccc(NC(=O)C2CCCN(S(=O)(=O)c3c(C)n[nH]c3C)C2)c(OC)c1 (stereo not given)	0.298
O=C(COC(=O)c1cccs1)NCC1CCCO1 (stereo not given)	-1.12
CCCC1c2ccc(C)n2CCN1C(=O)Nc1ccccc1Cl (stereo not given)	-2.41
COc1ccc(OC(=O)c2cc3ccccc3o2)cc1	0.331
CCN(CC)S(=O)(=O)c1ccc(-c2nnc(SCC(=O)N3c4ccccc4CC3C)o2)cc1 (stereo not given)	-1.69

An excerpt of these results, bar-delimited.
molecule | Cav3 T inh
CC(C)(C)OC(=O)N[C@@H](CCCCNC(=O)OCc1ccccc1)c1nnc([C@H](CCCCNC(=O)OCc2ccccc2)NC(=O)OC(C)(C)C)o1 | -2.82*
COc1ccc(-c2n[nH]c(C(F)(F)F)c2-c2cc3ccccc3o2)c(O)c1 | -0.907
COCCN(CCOC)C(=O)c1sc2nc(-c3ccccc3)cn2c1C | 0.104
C=CCn1c(-c2cccc(Cl)c2)n[nH]c1=S | -0.451
COC(=O)CCCC1=CC2=C(c3ccccc3)C(=O)C(C)(OC(=O)C3CCCC3)C(=O)C2=CN1Cc1ccco1 (stereo not given) | -1.11

The list goes on.
SMILES	Cav3 T inh
CCOC(=O)CSc1ccc(-c2nc3ccccc3[nH]2)cn1	1.18
CCN(CC)C(=O)Oc1ccc2c(=O)c(-c3ccc(OC)cc3)coc2c1	-0.428
COc1ccccc1N1CCN(C(=O)C(OC(C)=O)c2ccccc2)CC1 (stereo not given)	0.362
CCNC(=O)CC1SC(=Nc2ccccc2C)N(C)C1=O (stereo not given)	1
CCOC(=O)c1c(N)sc(C(=O)N(C)C)c1CN1CCOCC1	0.296
COc1ccc(/C=C/C(=O)N(CC(C)C)CC(C)C)cc1Br	-2.67
Cc1cc(-c2ccccc2C(=O)NCc2ccccc2)on1	1.63
Cc1cccc(-c2noc(CCc3ccccc3)n2)c1	0.744
Cc1cc(C)n(CC(=O)n2c(C)c(C)c3ccccc32)n1	-0.0573
CCN(C(=O)c1coc(=O)c2ccccc12)c1cc(OC)ccc1OC	1.77
CC(C)OCCCNC(=O)c1ccccc1Oc1ccccc1	1.08
Cc1ccc(-n2ccc(=O)c(-c3ccnc(SCc4cccc(Cl)c4)n3)n2)cc1	0.00527
Cc1n[nH]c(=O)nc1NCc1ccccc1Cl	0.407
CCCc1cc(-c2[nH]ncc2-c2ccc3c(c2)OCCCO3)c(O)cc1O	-0.642
CCN(CC)S(=O)(=O)c1cccc(C(=O)Nc2ccc(Cl)cn2)c1	-3.39
Cc1nnc(SCCn2c(N3CCC(C)CC3)nc3c2c(=O)n(C)c(=O)n3C)s1	0.329
Cc1ccc(C(=O)N2CCN3C(=O)c4ccccc4C23c2ccc(Cl)cc2)cc1 (stereo not given)	-4.96*
COc1ccc(NC(=O)C2CCCCN2S(=O)(=O)c2ccc(F)cc2)cc1 (stereo not given)	1.15
Cc1cc(=O)oc2cc(NC(=O)C3COc4ccccc4O3)ccc12 (stereo not given)	1.48
CCc1cccc(NC(=O)CCSCCC(=O)Nc2cccc(CC)c2)c1	-7.46*
COc1ccc(CNC(=O)C2CC(=O)N(c3ccc(OCC(=O)N4CCCCC4)cc3)C2)cc1 (stereo not given)	-0.002
CCOC(=O)C(NC(=O)c1cccnc1)(Nc1cccc(C)n1)C(F)(F)F (stereo not given)	0.228
COc1ccccc1N/N=C/c1c(CO)cnc(C)c1O	1.46
CCSc1nnc(NC(=O)CN(C)S(=O)(=O)c2ccc(F)cc2)s1	-0.568
O=C(Nc1ccccc1C(=O)NCc1ccco1)NC1CCCCC1	-0.0131
CCc1ccc(OCCCC(=O)O)c(Br)c1	0.715
COC(=O)[C@H](Cc1ccccc1)NC(=O)N1CC(C)OC(C)C1 (stereo not given in full)	0.112
CC(C)OCCCNC(=O)C(=O)NCCCOC(C)C	0.277
Cc1cc2ccccc2c(=O)n1CC(=O)Nc1ccc2c(c1)OCO2	0.0655
Cn1c(Cl)c(C(=O)Nc2ccccc2)c2ccccc21	-0.0635
CC(=Nc1ccccc1)Nc1ccccc1	0.77
O=C(NCCN1C(=O)CSC1=O)c1ccccc1	0.112
CCCCCC/C=C/c1ccc(OC)c([C@H]2[C@H]3C=CC[C@@H](C)[C@@H]3C(=O)N2Cc2ccccc2)c1	-0.492
O=C(NCC1(c2ccccc2)CCCC1)C(=O)NCC1(c2ccccc2)CCCC1	0.787
COc1ccccc1C(=O)N1CCN(c2cccc(C(F)(F)F)c2)CC1	-2.06
Cc1ccc(CNC(=O)Cn2cncn2)cc1	0.166
COC(=O)[C@H]1C[C@H]1[C@@H](NC(=O)c1ccc[nH]1)c1ccccc1	-0.853
Cc1nc(-c2ccccc2)nc2[nH]c(C(C)C)cc(=O)c12	0.00641
S=c1[nH]nc(CSc2nc3ccccc3s2)n1Cc1ccccc1	-0.564
N#CC1=C(N)N(c2ccc(Oc3ccccc3)cc2)C(=O)C1	-0.356
O=C(CSc1nnc(Cc2cccs2)n1C1CCCCC1)N1CCCc2ccccc21	-7.17*
CC(C)(C)S(=O)c1cccs1 (stereo not given)	0.398
CCOc1ccc(N2C(=O)CSC23CCCCC3)cc1	-0.847
Cc1c(-c2ccccc2)cn2c1-c1ccc(C)n1CC2	-0.00451
C=C1CCC2C(C)(C)[C@H](O)CC[C@@]2(C)[C@@H]1COc1cc(=O)oc2ccccc12 (stereo not given in full)	-2.5
Cc1onc(-c2ccccc2)c1C(=O)n1nnc2ccccc21	1.52
COc1ccc(NC(=O)CSc2nnc(N)s2)cc1	-0.372
Brc1cc2c(cc1/C=N/Nc1nc3ccccc3s1)OCO2	-0.775
CCOC(=O)CC(=O)Nc1nnc(C(C)C)s1	0.00228
CCOc1ccc(OCC)c(NC(=O)CSc2nnnn2CC)c1	1.04
CCC(c1nnc(SCC(=O)NCCc2ccc(Cl)cc2Cl)o1)N(C)C (stereo not given)	-0.0527
Cn1c(CNS(=O)(=O)c2ccc(Br)cc2)n[nH]c1=S	-0.165
CCN(CC)CCC(c1ccc(N(C)C)cc1)c1c(OC)cc(OC)c2ccc(=O)oc12 (stereo not given)	-0.0967
CN1CCN(S(=O)(=O)c2ccc(N3CCN(S(=O)(=O)c4cccs4)CC3)nc2)CC1	1.73
Oc1cccc(Nc2nc(NCC3CCCO3)c3ccccc3n2)c1 (stereo not given)	-0.872
Cc1ccc(C(=O)COC(=O)C2CC(=O)N(c3nc(-c4ccccc4)cs3)C2)cc1C (stereo not given)	-1.28
CCCCn1c2nc3ccccc3nc2c2c(=O)n(CCC)cnc21	1.77
COc1ccc(C(=O)Cc2ccc(OC)c(OC)c2)cc1	0.441
Nn1c(SCc2nc3ccccc3[nH]2)nnc1-c1cccnc1	-1.2
CCN(CC)CCN1C(=O)C(=O)/C(=C(/O)c2c(C)[nH]c(C(=O)OC)c2C)C1c1ccco1 (stereo not given)	0.0149
(further entries)
SMILES	Cav3 T inh
CN(C)C(=O)Cn1c(SCC(=O)Nc2ccc3c(c2)OCO3)nc2ccccc21	0.17
COc1cc2[nH]c(=O)n(CCC(=O)N3CCN(c4cccc(C)c4C)CC3)c(=O)c2cc1OC	-1.02
CC(C)C(=O)N1CCC(CN=Cc2c(O)n(C3CCCCC3)c(=O)n(C3CCCCC3)c2=O)CC1	-10.7*
O=C(NC1CCCCC1NC(=O)c1cccs1)c1cccs1 (stereo not given)	-0.0135
CC(C)c1ccc(OCc2nc(-c3ccccn3)no2)c(Br)c1	-2.81
NC(=O)Nn1c(CCC(=O)O)ccc1-c1ccc(Br)cc1	-2.34
Cc1ccc(C)c(Cn2c(=O)c3c(nc4n3CCN4Cc3ccco3)n(C)c2=O)c1	0.277
Cc1ccc(-c2csc(NC(=O)c3cccc(N4C(=O)CCC4=O)c3)n2)o1	-5.25*
COc1ccccc1CN(CC(=O)NCc1ccco1)C(=O)CNS(=O)(=O)c1ccc(C)cc1	-2.16
Cn1nnnc1SCC(=O)Nc1c(Cl)cccc1Cl	-0.025
O=P(CCC(F)(F)F)(CCC(F)(F)F)CCC(F)(F)F	-0.042
O=C(Nc1ccc(-c2noc(-c3cccs3)n2)cc1)c1cccnc1	0.345

Laid out differently: five of the compounds above
| Cav3 T inh | molecule |
| --- | --- |
| -0.0135 | O=C(NC1CCCCC1NC(=O)c1cccs1)c1cccs1 (stereo not given) |
| -2.81 | CC(C)c1ccc(OCc2nc(-c3ccccn3)no2)c(Br)c1 |
| -2.34 | NC(=O)Nn1c(CCC(=O)O)ccc1-c1ccc(Br)cc1 |
| 0.277 | Cc1ccc(C)c(Cn2c(=O)c3c(nc4n3CCN4Cc3ccco3)n(C)c2=O)c1 |
| -5.25* | Cc1ccc(-c2csc(NC(=O)c3cccc(N4C(=O)CCC4=O)c3)n2)o1 |

These rows are one share of the data; the hit share may differ from the screen's.
